Source: PubChem (Sanford-Burnham Center for Chemical Genomics)
Rpn11 block – Rpn11 (PSMD14) deubiquitinase inhibitors, primary screen, biochemical, fluorescence polarization, uHTS. 26S proteasome non-ATPase regulatory subunit 14 (Homo sapiens), O00487. human 26S proteasome, Ub4-pepOG fluorescence polarization; 20S core pre-blocked with epoxomicin. calls only at 20 µM. 360,000 compounds, 0.59% hits. AID 588493, 2011;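 active = inhibition at 20 µM, scaled to each plate's controls, above about 33%, limit read from the data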
SUMO1 PPI mod – modulators of SUMO1 protein-protein interactions, primary screen, biochemical, uHTS; SUMO1 binding to a labelled peptide, TR-FRET, 1 h; inhibition, % at 20 µM; 360,000 compounds, 0.33% hits; AID 602429, 2012; in the data active = inhibition above about 37%
SKN-1 block – suppressors of acrylamide-induced Pgst-4::GFP reporter in worms, primary screen, SKN-1 inhibitor project, whole organism, uHTS, GFP/RFP fluorescence ratio, strain VP596. C. elegans VP596 Pgst-4::GFP/RFP ratio, 24 h. inhibition, % at 21.8 µM. 360,000 compounds, 0.49% hits;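 active = interference check ratio from 0.5 to 1.5 plus GFP to RFP signal ratio inhibition reaching or exceeding a fixed threshold, cut at about 30% in these data, passing the limit was not always enough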; also: some compounds called inactive have numbers as strong as hits
Scp-1 inhibitor – Scp-1 phosphatase inhibitors, primary screen, biochemical, colorimetric, uHTS; 340,000 compounds, 0.88% hits; inhibition, % at 20 µM; Recombinant Scp1, phosphopeptide, malachite green phosphate absorbance; Carboxy-terminal domain RNA polymerase II polypeptide A small phosphatase 1 (Homo …; AID 493091, 2011;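 active = inhibition above about 50% at 20 µM, limit read from the data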;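 also: plate controls were DMSO wells with enzyme for no effect and wells lacking enzyme for full effect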
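Test system: SCP-1 phosphatase catalytic domain, residues 76-261 | Compound dosing: One concentration, 20 µM, with 1.0% DMSO | Schedule: 45 min room-temperature reaction, 5 min colour, 30 min stabiliser | Detection: Absorbance at 630 nm | Read-out basis: % inhibition of SCP-1 phosphate liberation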
NadD block – inhibitors of S. aureus NadD, primary screen, biochemical, colorimetric, uHTS; 360,000 compounds, 0.78% hits; purified NadD enzyme, colorimetric absorbance read-out; Nicotinate-nucleotide adenylyltransferase NadD (Staphylococcus aureus N315); AID 602399, 2012; inhibition, % at 20 µM; in the data active = inhibition above about 26%; also: some compounds past the cut are filed as inactive
NRP1-CendR mod – modulators of CendR peptide binding to NRP-1, primary screen, biochemical, fluorescence polarization, uHTS; Neuropilin-1 (Homo sapiens), O14786; FAM-RPARPAR peptide binding to NRP-1; inhibition, % at 25 µM; 360,000 compounds, 0.85% hits;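 active = inhibition or corrected inhibition above about 18%, plus a signal ratio from 0.5 to 1.5, limit read from the data, passing the limit was not always enough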; also: strong numbers were not always called active
Target sequence (O14786 whole entry, looked up): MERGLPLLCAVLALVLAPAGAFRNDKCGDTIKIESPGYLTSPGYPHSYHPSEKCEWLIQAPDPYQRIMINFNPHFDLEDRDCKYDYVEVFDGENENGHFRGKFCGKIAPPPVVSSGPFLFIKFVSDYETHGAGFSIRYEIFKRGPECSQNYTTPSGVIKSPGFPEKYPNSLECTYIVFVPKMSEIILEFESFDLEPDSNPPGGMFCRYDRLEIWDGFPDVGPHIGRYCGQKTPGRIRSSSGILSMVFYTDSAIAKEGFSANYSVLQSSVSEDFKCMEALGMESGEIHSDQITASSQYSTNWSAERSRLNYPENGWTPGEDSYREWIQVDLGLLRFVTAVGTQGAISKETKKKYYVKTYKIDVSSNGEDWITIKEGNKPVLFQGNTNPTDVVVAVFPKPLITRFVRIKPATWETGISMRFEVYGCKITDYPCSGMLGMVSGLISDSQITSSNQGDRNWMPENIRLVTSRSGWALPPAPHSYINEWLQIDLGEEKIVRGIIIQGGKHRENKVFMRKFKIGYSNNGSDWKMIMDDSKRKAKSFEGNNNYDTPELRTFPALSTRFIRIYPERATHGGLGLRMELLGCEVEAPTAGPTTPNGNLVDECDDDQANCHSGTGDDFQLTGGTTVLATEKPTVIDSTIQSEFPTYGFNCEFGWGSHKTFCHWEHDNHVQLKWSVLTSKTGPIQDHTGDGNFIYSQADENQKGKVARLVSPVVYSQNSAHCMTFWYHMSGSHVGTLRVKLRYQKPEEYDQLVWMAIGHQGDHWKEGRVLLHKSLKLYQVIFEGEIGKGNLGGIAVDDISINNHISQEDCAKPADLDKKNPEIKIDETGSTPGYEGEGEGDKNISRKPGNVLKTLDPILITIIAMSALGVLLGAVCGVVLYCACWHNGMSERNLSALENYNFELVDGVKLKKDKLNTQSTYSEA
STEP block – STEP phosphatase inhibitors, primary screen, biochemical, fluorescence intensity, uHTS; Tyrosine-protein phosphatase non-receptor type 5 (Homo sapiens), P54829; recombinant STEP, OMFP fluorogenic substrate; inhibition, % at 20 µM; 360,000 compounds, 0.25% hits; AID 588621, 2011;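 active = inhibition at 20 µM, scaled per plate between control wells, above about 37%, limit read from the data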;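 also: 0% = DMSO with enzyme and substrate and 100% = substrate only without enzyme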
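Test system: STEP tyrosine phosphatase / Reagent: OMFP at 25 µM / Doses: 20 µM, 1% DMSO / Read-out: percent inhibition scaled to no-enzyme and uninhibited-enzyme controls, plate-pattern corrected / Detection: FITC-channel fluorescence of OMFP product / Medium: Bis-Tris buffer pH 6.0, 2.5 mM DTT, 0.005% Tween 20 / Schedule: 20 min at room temperature, dark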
MT1-MMP act inh – blockers of MT1-MMP proenzyme processing, primary screen, HT1080 RFP-PRO-GFP cells, GFP/RFP fluorescence | 360,000 compounds, 0.061% hits | GFP/RFP ratio change, % at 20 µM | GFP/RFP ratio fluorescence, overnight; percent of plate control window, DMSO zero | Matrix metalloproteinase-14 (Homo sapiens), P50281;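 active = GFP/RFP ratio change of at least 30% with cell ATP level not reduced by more than half and red fluorescence within 50% of control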; also: strong numbers were not always called active
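Read-out: GFP/RFP fluorescence ratio; Test system: RFP-PRO-GFP reporter HT1080 cells; Compound dosing: single-point 20 µM compound, 1% DMSO; Times: overnight compound exposure at 37 °C.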
DNMT1 inh – human DNMT1 methyltransferase inhibitors, primary screen, biochemical, molecular beacon, fluorescence, HinP1I cleavage, uHTS; DNA (cytosine-5)-methyltransferase 1 (Homo sapiens), P26358; inhibition (reported as % activation of signal), % at 10 µM; 360,000 compounds, 0.83% hits; in the data active = inhibition above about 50%
LMPTP inh – LMPTP phosphatase inhibitors, primary screen, biochemical, fluorescence intensity, uHTS | Low molecular weight phosphotyrosine protein phosphatase (Homo sapiens), P24666 | recombinant LMPTP-A, OMFP fluorogenic substrate | inhibition, % at 20 µM | 360,000 compounds, 0.22% hits;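 active = compounds that cut the enzyme signal by at least half of the control window in the single-dose screen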;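 also: plate controls were DMSO wells with enzyme plus substrate for no effect and substrate without enzyme for full effect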
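Buffer or medium: Bis-Tris pH 6.0, DTT, detergent; Assay system: LMPTP-A enzyme; Quantity: 0.625 nM enzyme; Detection: endpoint fluorescence intensity; Times: 50 min dark incubation at room temperature; Controls: substrate-only low control, DMSO enzyme-plus-substrate high control; Doses: single 20 µM dose; Read-out: percent inhibition versus substrate-only and uninhibited controls; Reagent: 400 µM OMFP.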
The depositor's hits bear a star; i = inactive; / = not tested or not shown; & = joins results of further samples. Random draw from the library. About 3.9% of those tested had a hit in this group.

Rpn11 block	SUMO1 PPI mod	SKN-1 block	Scp-1 inhibitor	NadD block	NRP1-CendR mod	STEP block	MT1-MMP act inh	DNMT1 inh	LMPTP inh	Compound
i	-1	-16	-14	-2	-6	1	10	1	0.2	Cc1cc(NC(=O)c2cc(C(C)C)on2)no1
i	17	2	86*	-5	-4	19	1	18	17	Cc1cc(=O)oc2cc(NC(=O)c3cc(F)ccc3F)ccc12
i	-1&-1	-4&-4	-4	11&14	1&0	-1&-1	-13&-19	-6&-31	0.1&1.2	Cc1ccc(CN2C(=O)C(CC(C)C)Nc3ncnc(N4CCN(c5ccccc5)CC4)c32)cc1 (stereo not given)
i	0	-26	-7	-2	6	1	2	-1	3.8	CCCCOc1ccc(-c2nnn(CC(=O)Nc3ncc(CC(=O)OCC)s3)n2)cc1
i	3	1	-6	-4	-2	-2	0	6	0.4	O=CNCCc1nc2ccccc2n1CCc1ccccc1
i	0	-6	12	-2	-15	-2	-2	10	-0.9	CC[C@]12c3[nH]c4ccccc4c3CCN1C(=O)C(CC(=O)NCc1cccc(C(F)(F)F)c1)C[C@@H]2C(=O)N1CCN(C(=O)c2ccco2)CC1 (stereo not given in full)
i	-3	40*	-4	-8	12	-2	-3	-1	-1.1	CCCCNC(=O)COC(=O)c1cc(S(=O)(=O)N2CCCCCC2)ccc1OC
/	7	-4	/	-1	11	/	6	/	-0.9	COc1ccc(CN2C(=O)CCC2(C)c2nnnn2-c2ccc3c(c2)OCCO3)cc1 (stereo not given)
i	-2	8	-8	5	-13	0	2	-1	-0.6	Cc1cc(C(=O)NNC(=O)c2cccc(Cl)c2)no1
i	1	-11	0	12	-4	3	3	-4	19	Cc1nc(N)[nH]c(=O)c1CCCNc1ccc(CCC2(CCl)OCCO2)cc1
i	18	-6	8	20	-9	-3	-1	-7	2.7	Cc1ccc(S(=O)(=O)c2c(N)n(NC(=O)c3ccccc3C)c3nc4ccccc4nc23)cc1
i	-3	-6	-10	-3	-32	-6	-23	0	-0.3	CC1(c2ccc3c(c2)OCCO3)NC(=O)N(CC(=O)Nc2ccccc2SCC#N)C1=O (stereo not given)
i	0	1	-5	-2	5	-3	-2	1	-1.3	COc1ccc(NC(=O)CS(=O)c2ccc(Br)cc2)cc1 (stereo not given)
i	0	1	-8	0	-8	0	2	1	-1.1	COc1ccc(Oc2nccc(OC)c2C#N)cc1
/	0	-1	/	/	10	/	4	/	4.1	Cc1cc2c(cc1C)-c1nnnn1C(N1CCC(Cc3ccccc3)CC1)C(=O)N2 (stereo not given)
/	4	-3	/	25	-4	/	-3	/	89*	Cc1cc(N2CCN(C(c3ccnc4ccccc34)c3nnnn3-c3c(C)cccc3C)CC2)c2ccccc2n1 (stereo not given)
i	-16	11	-10	8	-17	0	-2	0	-0.6	CCOc1cc(/C=C2\SC(=Nc3ccccc3)N(c3ccccc3)C2=O)ccc1OCC(=O)O
i	-2	5	1	-8	-8	-1	-6	1	-0.8	CC(C)(C)NC(=O)c1cccc(NC(=O)CSc2ccc(Cl)cc2)c1
i	-1	11	6	-10	32*	4	-4	5	-1.0	Cn1c(SCCS(=O)(=O)c2ccc(Cl)cc2)nnc1-c1ccccc1
i	-1	19	/	5	13	-1	-4	6	1.5	CC1(C(=O)NS(=O)(=O)c2ccccc2C(F)(F)F)CCN1C(=O)CCC1CCCC1 (stereo not given)
i	-1	0	9	-5	3	0	1	0	-2.4	CC(CCc1ccc(O)cc1)NCCC(c1ccccc1)c1ccccc1 (stereo not given)
i	1	2	-5	15	-5	-7	-1	-26	3.7	CCOC(=O)c1ccc(NC(=O)CC2S/C(=N/N=C/c3c[nH]c4ccccc34)NC2=O)cc1 (stereo not given)
i	0	-39	-13	-4	-12	-4	-1	11	-2.0	CC1=C(C(=O)Nc2ccccc2)C(c2ccncc2)n2nnnc2N1 (stereo not given)
i	1	-15	4	24	-5	1	-1	-7	2.2	COc1ccc(/C=C/c2c(-c3ccc(OC)cc3)sc3ccc(N4CCOCC4)cc23)cc1
i	-141	-4	-4	-2	0	4	6	-50	-5.7	C#CCOCCOCCOCCNc1nc(N2CCN(C(=O)C([C@@H](C)O)n3cc([C@@H](N)CCCCN)nn3)CC2)nc(N2CCN(C(=O)[C@H](CO)n3cc([C@@H](N)C(C)C)nn3)CC2)n1 (stereo not given in full)
i	9	10	-18	3	-6	2	-2	-6	2.7	COc1ccc(S(=O)(=O)n2nc(-n3c(C)ccc3C)c3c(F)cccc32)cc1OC
i	3	-1	-4	0	-3	0	-10	-2	2.6	Cc1ccc2c(C(=O)N3CCN(c4ccccc4)CC3)cc(-c3cccnc3)nc2c1C
i	8	15	-11	-6	5	1	8	5	5.9	Oc1ccccc1-c1nc(NCCN2CCOCC2)c2ccccc2n1
i	4	2	3	-3	4	3	-3	3	-1.5	Cc1cc(C)n2cc(CSc3ncn[nH]3)nc2n1
i	4	5	-4	-4	6	4	-1	1	2.3	COC(=O)/C(=N/Nc1ccccc1OC)N1CCCc2ccccc21
i	-3	-7	-7	-1	-8	-5	-4	7	3.5	NC(=O)COc1ccc2oc(-c3ccccc3)cc(=O)c2c1
i	2	5	0	2	3	-3	-2	1	-1.5	C(/CCc1ccccc1)=N\n1cnnc1
i	2	4	-7	-7	2	4	-2	12	-1.0	CCn1c(SCC(=O)N2CCCC(C)C2)nc2c1c(=O)n(C)c(=O)n2C (stereo not given)
i	5	12	0	23	-5	1	2	-20	2.8	Cc1nn(-c2ccccc2)c(C)c1/C=N/NC(=O)c1cc(-c2ccc(Br)s2)[nH]n1
i	16	-1	-2	-3	4	3	-2	-1	2.4	COc1ccc(S(=O)(=O)N2CCN(c3ccccc3OC)CC2)cc1
i	1	12	-2	4	3	-1	0	1	0.5	Fc1ccc(Nc2nc(N3CCOCC3)nc(N3CCOCC3)n2)cc1Cl
i	-1	-15	-8	1	3	-2	-3	-1	-0.3	COc1ccc(CCN2CC3=C(C2=O)C(c2ccccc2)NC(=O)N3C)cc1OC (stereo not given)
i	-2	-2	-5	5	-15	-2	2	1	-0.9	Cc1cc(C)nc(-n2nc(C)c3c(C(F)(F)F)cc(=O)[nH]c32)n1
i	-9	-8	-19	-10	-14	2	2	-1	-1.1	O=C(C[n+]1ccccc1)N/N=C/c1cc(Br)cc(Br)c1O
i	1	10	-13	1	1	1	4	3	-1.9	CCOC(=O)Oc1ccc2oc(=O)cc(C)c2c1
i	1	3	-11	1	-8	1	-1	28	2.0	O=C(CN(Cc1ccccc1)C(=O)c1cccc([N+](=O)[O-])c1)Nc1c(Cl)cc(Cl)cc1Cl

Gathered by group, those above with an NH in an aromatic ring (6)
Rpn11 block	SUMO1 PPI mod	SKN-1 block	Scp-1 inhibitor	NadD block	NRP1-CendR mod	STEP block	MT1-MMP act inh	DNMT1 inh	LMPTP inh	Compound
i	0	-6	12	-2	-15	-2	-2	10	-0.9	CC[C@]12c3[nH]c4ccccc4c3CCN1C(=O)C(CC(=O)NCc1cccc(C(F)(F)F)c1)C[C@@H]2C(=O)N1CCN(C(=O)c2ccco2)CC1 (stereo not given in full)
i	1	-11	0	12	-4	3	3	-4	19	Cc1nc(N)[nH]c(=O)c1CCCNc1ccc(CCC2(CCl)OCCO2)cc1
i	1	2	-5	15	-5	-7	-1	-26	3.7	CCOC(=O)c1ccc(NC(=O)CC2S/C(=N/N=C/c3c[nH]c4ccccc34)NC2=O)cc1 (stereo not given)
i	4	2	3	-3	4	3	-3	3	-1.5	Cc1cc(C)n2cc(CSc3ncn[nH]3)nc2n1
i	5	12	0	23	-5	1	2	-20	2.8	Cc1nn(-c2ccccc2)c(C)c1/C=N/NC(=O)c1cc(-c2ccc(Br)s2)[nH]n1
i	-2	-2	-5	5	-15	-2	2	1	-0.9	Cc1cc(C)nc(-n2nc(C)c3c(C(F)(F)F)cc(=O)[nH]c32)n1
